Screening data from PubChem.
ROMK mod = modulates human ROMK potassium channel activity. Tet-inducible ROMK, thallium flux fluorescence; actives lie on both sides. B-score at 10 µM. 130,000 tested, 2% active. AID 1918;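 active means signal ratio slope over the read window, or its plate-corrected B-score, at least 3 SD from the plate mean, either direction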;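 further: B-score of the F/F0 ratio slope over 7 to 12 s after thallium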
Target sequence (P48048 whole entry, looked up): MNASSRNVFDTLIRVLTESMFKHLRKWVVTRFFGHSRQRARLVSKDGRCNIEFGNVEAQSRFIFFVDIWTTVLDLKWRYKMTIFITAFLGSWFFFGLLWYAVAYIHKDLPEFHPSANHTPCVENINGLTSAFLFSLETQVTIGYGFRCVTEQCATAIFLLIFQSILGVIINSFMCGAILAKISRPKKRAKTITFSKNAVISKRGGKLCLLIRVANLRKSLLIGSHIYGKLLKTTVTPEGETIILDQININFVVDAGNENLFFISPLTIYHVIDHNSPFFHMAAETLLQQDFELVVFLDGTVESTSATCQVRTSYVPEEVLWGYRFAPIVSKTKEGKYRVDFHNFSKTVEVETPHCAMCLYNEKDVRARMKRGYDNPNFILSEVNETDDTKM
SRC2 TRFRET art = TR-FRET artefact, counter-screen to PPARgamma/SRC-2 agonist assay. stronger effect = higher value. TR-FRET ratio at 8 µM. 200,000 tested, 0.4% active; in the data active means TR-FRET ratio above about 2000; further: inactives centre near 1500; reference of the scale not given here
HMGR II inh = E. faecalis class II HMG-CoA reductase inhibition; purified E. faecalis HMGR, NADPH absorbance 340 nm kinetic; inhibition, % at 10 µM; 190,000 tested, 0.41% active;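 active means inhibition above a set limit, the median over all tested compounds plus 3 SD, cut at about 9.5% in these data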;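 further: enzyme runs in reverse so mevalonate oxidation gives rising NADPH absorbance; 0% = complete reaction with DMSO and 100% = background rate lacking mevalonate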
Redox H2O2 prof = compounds producing H2O2 with reducing agent – biochemical, NIH compound library profiling, artefact control for MLSCN library redox annotation, primary screen; DTT-dependent redox cycling H2O2, phenol red/HRP absorbance; 100% = 100 µM peroxide control, 0% = buffer; activation, % at 10 µM; 200,000 tested, 0.03% active; AID 878;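 active means activation of at least 50% relative to the plate's high and low controls in the primary single-dose screen; inactive means activation below 50%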;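 further: compound incubated with DTT at 0.8 mM final as the reducing agent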
S1P3 antagonist = S1P3 (human) receptor antagonism; CHO S1P3 NFAT-BLA reporter, FRET fluorescence, antagonist mode; 170,000 tested, 0.27% active; Q99500; inhibition, % at 4.98 µM;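 active means inhibition above the plate cutoff, the mean inhibition of test wells on that plate plus 3 SD, cut at about 28% in these data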;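 further: cells challenged with S1P at its EC80 of 0.8 µM; blue over green emission ratio from cleaved BLA substrate after 4 h stimulation; 0% = S1P-stimulated wells and 100% = unstimulated DMSO-only wells; some compounds past the cut are filed as inactive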
Target sequence (Q99500 whole entry, looked up): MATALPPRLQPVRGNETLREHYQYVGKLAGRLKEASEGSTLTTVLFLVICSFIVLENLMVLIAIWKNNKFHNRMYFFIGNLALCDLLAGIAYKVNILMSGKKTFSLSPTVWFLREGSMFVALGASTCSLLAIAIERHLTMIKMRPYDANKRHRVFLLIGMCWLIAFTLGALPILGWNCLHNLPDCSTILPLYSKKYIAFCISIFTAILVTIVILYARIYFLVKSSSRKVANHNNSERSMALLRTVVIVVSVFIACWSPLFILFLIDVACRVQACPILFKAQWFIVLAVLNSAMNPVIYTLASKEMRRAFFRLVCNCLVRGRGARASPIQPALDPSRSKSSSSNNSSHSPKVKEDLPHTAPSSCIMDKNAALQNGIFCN
PPARg SRC-2 ag = promotes SRC-2 coactivator recruitment by human PPARgamma; activation, % at 8 µM; AID 1032; PPARgamma LBD-SRC-2 recruitment, biochemical; 200,000 tested, 0.34% active; P37231; in the data active means activation above about 22%;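 further: 0% = vehicle and 100% = reference agonist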
L major viab = Leishmania major promastigote growth inhibition; AID 1063; inhibition, % at 10 µM; 200,000 tested, 9% active; Leishmania major promastigotes, resazurin fluorescence viability; in the data active means inhibition above about 50%;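 further: promastigotes grown with compound for 44 hours at 28 °C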
PPARg SRC1 recr = agonists of human PPARgamma SRC-1 coactivator recruitment | AID 631 | 200,000 tested, 0.41% active | PPARgamma-SRC-1 coactivator recruitment biochemical assay | P37231 | activation, % at 8 µM; in the data active means activation above about 19%;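 further: 0% = DMSO and 100% = reference agonist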
bIAP inh = blocks bovine intestinal alkaline phosphatase activity. purified bovine IAP, CDP-star luminescence, 30 min. inhibition, % at 20 µM. 190,000 tested, under 10 active;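 active means over 50% inhibition of intestinal alkaline phosphatase at 20 µM in the single-dose screen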
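Incubation: 30 min reaction at room temperature / Material: purified bovine intestinal alkaline phosphatase (IAP) enzyme / Input: enzyme at 1/65,000,000 dilution / Dosing: 20 µM single dose / Signal: CDP-star luminescence signal / Reagent: CDP-star chemiluminescent phosphatase substrate, 30 µM final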
PPARg SRC-3 ag = PPARgamma-driven SRC-3 recruitment agonism; 200,000 tested, 0.26% active; P37231; AID 731; activation, % at 8 µM; biochemical PPARgamma/SRC-3 coactivator recruitment assay; in the data active means activation above about 23%;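 further: 0% = DMSO and 100% = reference agonist; some compounds past the cut are filed as inactive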
RAM inhibit = inhibitors of the yeast RAM network; S. cerevisiae dse1pr::URA3 reporter, 5-FOA growth OD615, 2 d; analog-sensitive cbk1-as2 kinase mutant strain; inhibition, % at 50 µM; 190,000 tested, 1.8% active; AID 868;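 active means inhibition above a set limit, 3 SD over mean compound inhibition, cut at about 8.4% in these data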;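 further: 0% = DMSO-only wells with no growth and 100% = 10 µM 1-NA-PP1 full growth; inhibition rescues growth on 5-FOA so higher OD means more RAM inhibition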
Numbers without * were called inactive; / = no result given.

SMILES | ROMK mod | SRC2 TRFRET art | HMGR II inh | Redox H2O2 prof | S1P3 antagonist | PPARg SRC-2 ag | L major viab | PPARg SRC1 recr | bIAP inh | PPARg SRC-3 ag | RAM inhibit
Cc1cc(C2=NNC(=NCCc3ccccc3)SC2)c(C)n1CC1CCCO1 (stereo not drawn) | -0.092 | 1611 | 2 | -0.7 | -17 | 7 | 18 | 8 | 26 | 6 | 1.9
COc1ccc(S(=O)(=O)NCc2ccccn2)cc1Cl | / | 1530 | 0 | 0.1 | 20 | 1 | 0 | 3 | -10 | 0 | 0.8
CCCCSc1nn[nH]n1 | 0.051 | 1407 | 1 | 0.4 | -6 | -3 | -3 | 4 | 8 | 6 | 1.0
N#CC1=C2N=C(N)c3ccccc3N2C2=C(C(=O)CCC2)C1c1cccc(Cl)c1 (stereo not drawn) | -0.55 | 1489 | -2 | 1.0 | 14 | 6 | 81* | 2 | 16 | 0 | 3.4
Cc1cc(-c2ccc(N3CCOCC3)cc2)nc2ccccc12 | / | 1596 | -8 | 0.3 | 3 | 0 | 46 | -2 | 15 | 1 | 1.3
Cc1ccc(NC(=O)c2oc3c(c2C)C(=O)CC(C)(C)C3)cc1 | 0.34 | 1595 | -1 | 0.9 | 0 | 8 | 6 | 8 | 0 | 2 | 1.4
NC(=O)CNC(=O)[C@@H]1CC2(CC(c3ccccc3)=NO2)CN1C(=O)c1ccc(Br)cc1 (stereo partly drawn) | -0.11 | 1540 | 5 | -5.6 | / | 8 | -6 | 8 | -3 | 9 | 0.0
Cc1ccc(N=Cc2c(O)ccc3ccccc23)cc1F | -0.41 | 1423 | -2 | 0.1 | -4 | -1 | 2 | -2 | 19 | -2 | 0.0
Cc1nnc(SCc2ccc([N+](=O)[O-])cc2)[nH]c1=O | 2 | 1522 | -2 | -0.2 | 10 | -2 | -7 | 3 | -11 | 1 | 0.4
CCOC(=O)c1cc(NC(=O)c2ccc(OC)cc2)c(=O)oc1-c1ccccc1 | / | 1355 | -5 | 0.1 | / | 5 | -4 | 8 | 11 | 12 | 11*
CCOC(=O)C1CN(S(=O)(=O)c2ccc(Cl)cc2)c2cc(S(=O)(=O)CC)ccc2O1 (stereo not drawn) | -0.32 | 1645 | -2 | -1.1 | 0 | 5 | 1 | -4 | 18 | 4 | 4.2
CCOC(=O)c1ccc(NC(=O)CSc2nc3ncccc3[nH]2)cc1 | -1.2 | 1533 | -4 | -0.7 | -3 | -6 | 63* | -6 | 12 | -2 | 2.9
CN(CC(=O)Nc1ccc(Cl)c(Cl)c1)C(=O)/C=C/c1ccc(F)cc1 | / | 1622 | -9 | 0.4 | -13 | -3 | -5 | -4 | -5 | -3 | 4.0
COc1ccc(C(=O)Nc2c(Cl)cc(Cl)cc2C(=O)N2CCOCC2)cc1 | 0.12 | 1598 | -7 | 12 | -12 | 9 | 6 | 11 | -14 | 1 | -0.1
CCC1=[N+](CC(=O)c2ccc(C)cc2)CCn2c(C)ccc21 | / | 1448 | 0 | 0.5 | 2 | 7 | 33 | 10 | 6 | -7 | 2.8
COC(=O)CSc1nnc(CNC(=O)c2ccc(OC)cc2OC)n1C | 0.14 | 1663 | 4 | 2.5 | -8 | -2 | 2 | -3 | 2 | 2 | 1.7
Cc1ccc(CNc2ncnc3c2cnn3-c2ccccc2)cc1 | / | 1389 | -4 | 3.0 | 21 | 5 | -4 | 0 | 5 | -12 | 2.8
CC(C)Cn1c2c(c(O)c(C(=O)Nc3ccc(F)cc3)c1=O)CCCC2 | / | 1574 | -3 | -1.1 | 13 | -2 | 10 | -5 | -4 | -1 | 6.8
Cc1ccc(OCC(O)Cn2nc(C)cc2C)cc1 (stereo not drawn) | 0.11 | 1835 | -4 | 0.7 | -22 | 7 | -7 | 6 | 1 | 10 | 0.6
CCc1ccc(NC(=O)c2cc(-c3ccco3)on2)cc1 | / | 1457 | -6 | 3.4 | 59* | 2 | 0 | -2 | -5 | -11 | 3.2
CCCc1ccc(OCCNC(=O)C2CCCCC2)cc1 | -1 | 1647 | 1 | -0.6 | -10 | -1 | 1 | 8 | -12 | 2 | 0.6
Cc1nn(Cc2ccccc2Cl)c2sc(C(=O)Nc3nccs3)cc12 | -0.022 | 1748 | -6 | -0.7 | 5 | 2 | 42 | 4 | 1 | 8 | 2.8
COc1ccc(CCNc2oc(COc3ccccc3Cl)nc2C#N)cc1OC | / | 1680 | -3 | -0.8 | 4 | 5 | 8 | -1 | 9 | 2 | 3.0
C=CCn1c(SCCOC)nc2c1c(=O)[nH]c(=O)n2C | / | 1663 | 2 | -1.4 | -29 | 1 | -10 | -3 | -3 | 1 | -0.6
C=CCn1c(SCC(=O)/C(C#N)=C(\C)N)nnc1C1CCCCC1 | / | 1544 | -10 | 0.3 | -4 | 2 | -4 | 8 | -2 | 1 | 2.3

Reprinted from the part before: four compounds, then new ones.
SMILES | ROMK mod | SRC2 TRFRET art | HMGR II inh | Redox H2O2 prof | S1P3 antagonist | PPARg SRC-2 ag | L major viab | PPARg SRC1 recr | bIAP inh | PPARg SRC-3 ag | RAM inhibit
Cc1nn(Cc2ccccc2Cl)c2sc(C(=O)Nc3nccs3)cc12 | -0.022 | 1748 | -6 | -0.7 | 5 | 2 | 42 | 4 | 1 | 8 | 2.8
COc1ccc(CCNc2oc(COc3ccccc3Cl)nc2C#N)cc1OC | / | 1680 | -3 | -0.8 | 4 | 5 | 8 | -1 | 9 | 2 | 3.0
C=CCn1c(SCCOC)nc2c1c(=O)[nH]c(=O)n2C | / | 1663 | 2 | -1.4 | -29 | 1 | -10 | -3 | -3 | 1 | -0.6
C=CCn1c(SCC(=O)/C(C#N)=C(\C)N)nnc1C1CCCCC1 | / | 1544 | -10 | 0.3 | -4 | 2 | -4 | 8 | -2 | 1 | 2.3
Brc1ccc(CN2CCSCC2)cc1 | 0.19 | 1522 | -3 | 0.2 | / | -4 | 41 | 3 | -1 | -6 | 3.6
CCC(=O)NC(=S)Nc1cccc(Cl)c1N1CCCCC1 | / | 1409 | 0 | 3.1 | / | 0 | 13 | -6 | 7 | 4 | 2.6
CCOC(=O)C1(CC2CCCCO2)CCN(Cc2nc(C(C)C)cs2)CC1 (stereo not drawn) | -0.0081 | 1681 | -1 | -0.2 | -13 | -1 | 4 | 11 | -6 | 3 | 1.2
COc1ccc2oc(=O)c(C(=O)N3CCN(c4ccccc4C)CC3)cc2c1 | / | 1775 | -6 | 0.5 | -15 | 7 | -7 | 2 | -1 | 1 | -0.8
Cc1sc2nc(C3CC3)nc(NCCNS(=O)(=O)c3ccccc3)c2c1C | / | 1734 | 1 | 0.2 | / | 10 | 14 | 2 | 7 | 6 | 1.7
O=C(c1cccc2ccccc12)N1CCN=C1SCc1ccc([N+](=O)[O-])cc1 | / | 1556 | -3 | 2.8 | -12 | 9 | 7 | 6 | 4 | -5 | 2.6
CCOc1cc(NC(=O)c2ccccn2)c(OCC)cc1NC(=O)c1ccccc1 | -0.33 | 1623 | -4 | 11 | -10 | -4 | 0 | 4 | 3 | 0 | 9.7*
O=C(NCC(=O)N(CC1CCCO1)C(C(=O)NC1CCCC1)c1cccnc1)c1ccco1 (stereo not drawn) | / | 1505 | -1 | 2.4 | -12 | -4 | -5 | -2 | 6 | 4 | -0.1
Cc1[nH]c2ccccc2c1C1(O)C(=O)N(Cc2ccc3c(c2)OCO3)c2ccccc21 (stereo not drawn) | / | 1546 | 0 | 0.4 | -8 | 3 | 4 | 3 | -2 | 3 | 0.8
C=CCNc1cnn(CC(C)=O)c(=O)c1Br | / | 1585 | -2 | 1.5 | / | -2 | -1 | 4 | 9 | 3 | 1.6
Oc1cc(-c2ccccc2)c2ccccc2c1 | -1.4 | 1559 | -4 | 0.0 | -11 | 0 | 17 | 1 | 10 | 0 | -1.2
Cc1ccc(-n2cc(C(=O)c3ccc(N4CCN(C)CC4)cc3)nn2)cc1Cl | 0.71 | 1486 | -3 | 1.6 | -4 | -3 | 101* | -8 | -2 | 3 | 2.9
CC1CCN(CCc2nc3cc(NS(=O)(=O)c4ccccc4)ccc3n2C)CC1 | -2.4 | 1658 | -1 | 1.6 | -2 | 7 | 20 | 3 | 5 | -12 | 0.6
COc1ccccc1NC(=O)CN1CCC(c2nc3ccc(C)cc3[nH]2)CC1 | -0.32 | 1520 | -8 | -2.9 | -21 | 3 | 25 | 0 | -47 | 7 | -0.1
COC(=O)c1ccc(NC(=S)N2CCN(C)CC2)cc1 | -0.79 | 1666 | -2 | -0.5 | -11 | 5 | -6 | 1 | -8 | 6 | 0.9
CCN(CC)P(=O)(Nc1ccc(C)cc1Br)c1ccc(N(C)C)cc1NC(=O)c1ccco1 (stereo not drawn) | / | 1524 | -1 | 3.4 | 11 | 1 | 65* | 2 | 11 | 1 | 2.1
Cn1nnnc1SCc1nnc(-c2ccccc2Br)o1 | / | 1602 | 2 | 0.4 | / | 7 | -5 | 1 | -4 | 21 | 1.9
OCCC1CN(C2CCN(c3ccccc3)CC2)CCN1Cc1ccc(F)c(F)c1 (stereo not drawn) | -0.91 | 1368 | -2 | -0.7 | -9 | 7 | 93* | 6 | -4 | 2 | 1.5
CC(=O)CSc1nnc(Cc2ccc([N+](=O)[O-])cc2)o1 | 0.41 | 1803 | 0 | -3.5 | / | 1 | -6 | -2 | -2 | 22 | 0.7
Cn1c(/C=C/c2cccc([N+](=O)[O-])c2)nc2ccccc2c1=O | -0.6 | 1558 | -5 | 11 | 0 | -2 | -2 | 6 | -17 | 0 | 4.7
CCN(CC)S(=O)(=O)c1cccc(-c2nnc(SCC(=O)NC3CCCC3)n2N)c1 | 0.018 | 1447 | -10 | 0.2 | / | -3 | -3 | -2 | -5 | 0 | -0.4
COc1ccc(Oc2coc3cc(OC(=O)/C=C/c4ccc(F)cc4)ccc3c2=O)cc1 | / | 1646 | -7 | 1.0 | 0 | 9 | -4 | 5 | 29 | 8 | 1.0

Complete entries, quoted from the list. Order of values: ROMK mod, SRC2 TRFRET art, HMGR II inh, Redox H2O2 prof, S1P3 antagonist, PPARg SRC-2 ag, L major viab, PPARg SRC1 recr, bIAP inh, PPARg SRC-3 ag, RAM inhibit
`COc1ccccc1NC(=O)CN1CCC(c2nc3ccc(C)cc3[nH]2)CC1` is listed as -0.32, 1520, -8, -2.9, -21, 3, 25, 0, -47, 7, -0.1
`COc1ccc(Oc2coc3cc(OC(=O)/C=C/c4ccc(F)cc4)ccc3c2=O)cc1` is listed as /, 1646, -7, 1.0, 0, 9, -4, 5, 29, 8, 1.0
